Screening results as filed in PubChem.
TAAR1 ag: agonists of human TAAR1 | CHO RD-HGA16 TAAR1, Fluo-8 calcium fluorescence; vehicle wells 0%, saturating PEA agonist 100% | Q96RJ0 | activation, % at 3 µM | 360,000 tested, 0.99% active;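 active means activation above the mean activation of all test compounds in the run plus 3 SD, cut at about 38% in these data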
Target sequence (Q96RJ0 whole entry, looked up): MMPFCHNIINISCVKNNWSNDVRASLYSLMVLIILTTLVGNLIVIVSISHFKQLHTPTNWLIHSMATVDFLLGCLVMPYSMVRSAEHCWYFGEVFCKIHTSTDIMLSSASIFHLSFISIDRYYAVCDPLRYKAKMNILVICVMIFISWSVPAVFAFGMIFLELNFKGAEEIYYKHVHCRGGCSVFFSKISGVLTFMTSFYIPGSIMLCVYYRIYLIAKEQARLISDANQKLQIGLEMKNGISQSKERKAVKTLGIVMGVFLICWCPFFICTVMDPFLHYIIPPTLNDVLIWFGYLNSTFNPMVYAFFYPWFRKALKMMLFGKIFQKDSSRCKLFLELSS
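Test system: RD-HGA16 (CHO) cells co-expressing Gα16 and hTAAR1; dosing: one-point dosing at 3 µM (nominal); timing: 17-24 h seeding, 75 min 37 °C dye, 30 min RT; signal: kinetic Fluo-8 calcium fluorescence; read-out basis: % activation relative to PEA EC100 response; controls: DMSO and PEA EC100; replicates: n 1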
M1 PAM: human CHRM1 positive allosteric modulation; activation, % at 3 µM; AID 588819; 360,000 tested, 0.088% active; P11229; CHO-K1 hM1, Fluo-8 calcium fluorescence, ACh EC20; 0% = ACh EC20, 100% = maximal ACh; in the data active means activation above about 19%, passing the limit was not always enough
Target sequence (P11229 whole entry, looked up): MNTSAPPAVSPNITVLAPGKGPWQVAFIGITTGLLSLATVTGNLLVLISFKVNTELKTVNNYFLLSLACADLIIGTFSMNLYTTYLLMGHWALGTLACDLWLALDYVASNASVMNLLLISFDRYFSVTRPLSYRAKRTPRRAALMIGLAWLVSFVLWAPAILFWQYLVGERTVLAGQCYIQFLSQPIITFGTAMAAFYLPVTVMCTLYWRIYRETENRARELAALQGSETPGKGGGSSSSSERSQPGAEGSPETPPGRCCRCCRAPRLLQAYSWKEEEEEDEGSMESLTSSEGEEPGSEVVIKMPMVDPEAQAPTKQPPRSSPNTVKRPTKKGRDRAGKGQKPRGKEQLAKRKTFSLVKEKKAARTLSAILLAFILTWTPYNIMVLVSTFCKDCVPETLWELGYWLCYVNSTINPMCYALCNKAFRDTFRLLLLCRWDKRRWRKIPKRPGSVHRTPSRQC
M1 PAM parental: counter-screen for M1 PAMs: effect in parental CHO-K1 cells; 360,000 tested, 0.02% active; ATP EC20, Fluo-8 calcium fluorescence; 0% at ATP EC20, 100% at ATP max; activation, % at 3 µM;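 active means activation above the run cutoff, the mean activation of all test compounds plus 3 SD, cut at about 40% in these data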;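 further: peak over basal fluorescence ratio in a 140 s read after ATP addition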
CHO parental Ca: counter-screen for OX1R antagonists: effect in parental CHO cells; parental CHO-K1, ATP-induced calcium, Fluo-8 fluorescence; AID 463079; inhibition, % at 5.6 µM; 330,000 tested, 0.63% active;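 active means inhibition above that plate's mean sample inhibition plus 3 SD, cut at about 26% in these data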;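 further: 0% = ATP-challenged DMSO wells and 100% = DMSO wells without ATP; some compounds past the cut are filed as inactive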
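Test system: parental CHO cells; detection: calcium-sensitive Fluo-8 fluorescence; evaluation: percent inhibition of calcium signal; also added: ATP as calcium-mobilizing challenge; repeats: one well per compound; control set: ATP-challenged DMSO wells low, unchallenged DMSO wells high; compound: single nominal dose of 5.6 µM per compound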
M1 ag parental: nonselective activator or artifact in parental CHO-K1 cells; Fluo-8 calcium fluorescence; scaled to maximal ATP response, vehicle zero; AID 602248; 360,000 tested, 0.48% active; activation, % at 3 µM; in the data active means activation above about 15%;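 further: untransfected CHO-K1 host cells lacking M1 receptor as counterscreen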
M1 antag: antagonists of human M1 muscarinic receptor. P11229. CHO-K1 hM1, Fluo-8 calcium fluorescence, ACh EC80 antagonist. inhibition, % at 3 µM. 360,000 tested, 1.3% active. AID 588852;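 active means percent inhibition above its own plate's cutoff, namely the mean of that plate's compound wells plus 3 SD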;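 further: peak over basal fluorescence ratio during 140 s after agonist addition; 0% = ACh EC80 plus DMSO and 100% = DMSO alone without agonist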
TAAR1 antagonist: antagonists of human TAAR1. Q96RJ0. CHO RD-HGA16 TAAR1, Fluo-8 calcium fluorescence, antagonist. inhibition, % at 3 µM. 360,000 tested, 1.5% active;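 active means inhibition above a per-plate cutoff, the mean inhibition of test compounds on that plate plus 3 SD, cut at about 49% in these data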;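 further: 0% = DMSO plus EC80 beta-PEA response and 100% = DMSO alone without agonist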
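Test system – hTAAR1-expressing CHO RD-HGA16 cells, Gα16-coupled · Reagent – β-PEA at EC80 concentration, post-compound challenge · Compound dosing – 3 µM, single point · Timing – 140 s kinetic read after compound, 140 s after agonist · Detection – Fluo-8 intracellular calcium dye fluorescence, real-time kinetic reads · Control set – DMSO and EC80 PEA controls · Repeats – n of 1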
M1 ag: activates human CHRM1 receptor. CHO-K1 hM1, Fluo-8 calcium fluorescence, agonist mode; 0% DMSO, 100% acetylcholine EC100. activation, % at 3 µM. 360,000 tested, 0.33% active. AID 588814;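 active means activation above the run's mean compound activation plus 3 SD, cut at about 16% in these data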;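 further: peak over basal fluorescence ratio within a 140 s kinetic read after compound addition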
CHO-K1 Ca antag: counter-screen for M1 antagonists: effect in parental CHO-K1 cells | ATP-induced calcium, Fluo-8 fluorescence | inhibition, % at 3 µM | 360,000 tested, 0.6% active | AID 602250;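 active means inhibition above a per-plate cutoff, the plate's mean sample inhibition plus 3 SD, cut at about 24% in these data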;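 further: 0% = DMSO plus EC80 ATP and 100% = DMSO alone without ATP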
Active calls of the source: *; · = no result given. Compounds were not picked by outcome; any-hit rate near 4.4%.

SMILES	TAAR1 ag	M1 PAM	M1 PAM parental	CHO parental Ca	M1 ag parental	M1 antag	TAAR1 antagonist	M1 ag	CHO-K1 Ca antag
CCN1CCN(Cc2ccc(NC(=O)Nc3ccc(SC)cc3)cc2)CC1	14	0	-4	-11	0.9	-8	7	-9	-7
C/C(CCC(C)C)=N\Nc1cc(C)c2ccccc2n1	2	10	20	-8	0.9	-17	-16	-5	-20
Cc1cc(C)n(-c2nc3ccccc3nc2N2CCC(C)CC2)n1	23	-5	-4	-33	-0.6	10	1	-9	-13
C=CCn1c(=O)c(C(=O)NCCNCC)c(O)c2ccccc21	4	7	11	-14	-0.1	-28	6	-3	-20
NC(=O)c1cccc(-c2noc(-c3ccccc3F)n2)c1	3	11	0	-6	0.3	-7	25	1	-9
O=C(CNC(=O)C12CC3CC(CC(C3)C1)C2)N/N=C\c1ccco1	1	-2	-5	-3	-0.4	7	-9	-2	-1
CCOC(=O)CCNC(=O)N1CCCC(CNS(=O)(=O)c2cccs2)C1 (stereo unspecified)	0	10	3	-3	0.1	-9	10	-12	7
CCOc1cc(NC(=S)NCCCN2CCOCC2)c(OCC)cc1NC(=O)C(C)C	1	3	16	-18	0.2	-2	7	-6	-2
CC1(C(=O)NS(=O)(=O)c2ccc(Cl)cc2)CCN1C(=O)CC1CCCC1 (stereo unspecified)	2	21	10	·	1.1	-15	-9	1	-11
O=C1OCC2=C1C(c1ccccc1)CC(=O)N2c1cccc(F)c1 (stereo unspecified)	3	7	-8	-18	0.6	-10	-34	-4	-14
O=C(COC(=O)c1nsc(Cl)c1Cl)NC1CCCC1	1	7	8	-12	0.3	-14	-3	-3	-19
Cc1cccc(C(=O)NCC(=O)N2CCCC2)c1	2	7	15	-5	0.5	-17	-13	-4	-9
COc1ccccc1NS(=O)(=O)c1cc(N2Cc3ccccc3C2=N)ccc1N1CCOCC1	11	2	2	-11	1.8	2	-11	-7	-16
O=C(CSc1nnc2scc(-c3ccccc3)n12)N1CCCc2ccccc21	1	-1	4	-16	0.5	5	2	0	-6
Nc1nnc(SCc2cn3cc(Cl)ccc3n2)s1	8	11	9	-10	-0.6	-4	-6	-8	1
CCCC(=O)Nc1ccc(C(=O)Nc2nnc(COCC)s2)cc1	2	3	-13	0	0.0	2	-3	-1	-14
CC(C)CC(=O)Nc1ccnn1C1CCN(C(=O)c2ccccc2F)CC1	4	5	13	-5	0.6	-4	-6	-3	-12
Cc1ccccc1N1C(S)=C(C#N)C(=O)NC1c1cccs1 (stereo unspecified)	2	4	17	-9	0.8	-8	-7	-2	-12
CN(CCc1ccccc1)C(=O)c1ccc(NC(=O)Cc2ccc(NC(=O)C3CCCN(C(=O)C4CCCCC4)C3)cc2)cc1 (stereo unspecified)	0	-5	-8	·	-0.1	11	-2	-2	8
COc1ccc(OC)c(/C=C/C(=O)NCCc2nc3ccccc3[nH]2)c1	3	3	6	-13	2.3	-6	-15	-4	-11
Clc1ccc(CNc2cnccn2)cc1Cl	-1	6	16	-12	4.5	-11	6	-5	-21
O=C(OCc1ccc(Br)cc1)c1cc([N+](=O)[O-])ccc1N1CCOCC1	1	-4	12	·	2.1	1	8	-4	-6
Cn1cc([N+](=O)[O-])c(C(=O)NCc2cc3ccccc3[nH]2)n1	3	-3	14	-4	0.2	6	-4	-3	-8
Cc1ccc(SC[C@H](C)CN2CC[C@H](NC(=O)OCc3ccccc3)CCC2=O)cc1	2	4	18	-23	3.9	-5	13	-11	-2
CC(=O)Nc1ccccc1Sc1ccccc1	9	6	21	-12	0.3	-3	-7	-6	-6
O=C(/C=C/c1ccco1)NC(=S)Nc1cc(-c2nc3ccccc3s2)ccc1Cl	0	6	13	-17	-0.1	-9	-21	-1	-2
CC[C@]12CCCN3CCc4c(n(c5ccccc45)C(=O)C1)[C@@H]32	3	3	10	-13	0.7	-21	-20	-3	1
C/C(=N\NC(=S)NCc1ccccc1)c1ccc2ccccc2c1OC(F)F	1	0	19	-1	0.5	-1	-17	-3	-14
COC(=O)C1C(=O)c2c([nH]c(C(=O)OC3CCCCC3)c2C)CC1C (stereo unspecified)	0	4	22	-7	0.3	-4	-49	-5	1
Cc1nn(CC2CC2)c(=O)n1-c1ccc(Cl)cc1	0	19	11	-4	-0.6	-15	-24	2	4
Cc1ccc(NCc2nc3ccccc3n2C)c(C)c1	-1	6	-2	24	1.0	-7	5	-5	-8
COc1ccccc1/C=C/C(=O)OC(C)CN1CCOCC1 (stereo unspecified)	10	0	21	-13	0.2	-3	-6	-7	-5
COC(=O)c1sccc1NC(=S)Nc1cccc(F)c1	1	-2	8	3	4.2	1	-22	0	-10
O=C(Nc1ccc(S(=O)(=O)Nc2ncccn2)cc1)C1CC(=O)N(c2ccc(Cl)cc2)C1 (stereo unspecified)	3	9	2	4	0.5	-6	5	-5	-10
COC(=O)CC1C(=O)NC2CCCCC2N1C(=O)c1ccccc1 (stereo unspecified)	12	1	-1	0	0.2	-7	-4	-3	4
C#CC[N+](C)(C)CCCCCCCC	1	-12	7	-7	0.0	14	1	-11	-2
O=C(CSc1nncn1-c1ccccc1)Nc1cc(Cl)cc(Cl)c1	·	3	5	-7	0.5	1	·	-4	-16
CCOC(=O)N1CCN(C(=O)Nc2ccccc2Cl)CC1	6	2	7	-2	0.0	-10	3	10	-14
CCN(CC(=O)Nc1ccc2c(c1)OCCO2)C(=O)c1ccc(C)c(S(=O)(=O)N2CCOCC2)c1	0	2	10	-15	0.7	2	-22	-2	-14
COCCNC(=O)C1(C)CCCN(C(=O)c2cccc(C#N)c2)C1 (stereo unspecified)	1	0	19	·	1.0	2	-12	-2	-8

Reprinted from the part before: 2 entries, then new ones.
SMILES	TAAR1 ag	M1 PAM	M1 PAM parental	CHO parental Ca	M1 ag parental	M1 antag	TAAR1 antagonist	M1 ag	CHO-K1 Ca antag
CCN(CC(=O)Nc1ccc2c(c1)OCCO2)C(=O)c1ccc(C)c(S(=O)(=O)N2CCOCC2)c1	0	2	10	-15	0.7	2	-22	-2	-14
COCCNC(=O)C1(C)CCCN(C(=O)c2cccc(C#N)c2)C1 (stereo unspecified)	1	0	19	·	1.0	2	-12	-2	-8
CCN1CCN(S(=O)(=O)c2ccc(Cl)c(C(=O)N(C)CC(=O)Nc3c(C)cccc3C)c2)CC1	3	3	6	·	-0.3	-6	-26	-5	-10
O=C(CCSc1nnc2scc(-c3ccccc3)n12)NCc1ccc2c(c1)OCO2	8	10	11	-22	1.9	-5	12	-7	-6
Cc1c(Br)c([N+](=O)[O-])nn1C(C)C(=O)NCC1CCCO1 (stereo unspecified)	-1	5	17	9	0.9	-13	-2	-4	-7
COc1ccc(C(=O)N2CCOC2CNC(=O)C(=O)NCc2ccccc2)cc1 (stereo unspecified)	0	2	11	·	0.2	-13	-1	-4	-6
Cc1cccc(N2CCN(C(=O)C3CCCCC3)CC2)c1C	23	0	-3	-4	-0.5	-28	-5	-2	-20
FC(F)(F)c1ccc(CN2C[C@@H]3C(c4ccc(C(F)(F)F)cc4)C4(c5cccnc5)CC3(C4)[C@H]2c2ccccc2)cc1 (stereo partly specified)	0	2	7	-22	0.8	-6	1	-8	-9
COc1cccc(CNC(=O)CSc2nc(=O)n(Cc3ccncc3)c3c2CCC3)c1	0	10	19	-12	1.4	-17	-15	-7	-6
CCOC(=O)C1(CCOc2ccccc2)CCN(Cc2ccc(C)o2)CC1	19	-6	18	4	5.9	7	-12	-9	-9
COP(=O)(OC)C(Nc1ccc(C)cc1)c1ccc(Br)cc1 (stereo unspecified)	9	11	-6	·	0.3	-19	-22	-4	-1
O=[n+]1cc(-c2ccccc2)n([O-])c2c1CCCCC2	3	6	12	-12	-0.1	-6	-15	-7	-6
COc1ccccc1OCC(=O)NNC(=O)c1c(-c2ccccc2Cl)noc1C	13	-5	5	-9	0.6	15	0	-3	-4
Cc1ccc(N2C(=O)C(Cc3ccc(O)cc3)NC2=S)cc1C (stereo unspecified)	1	4	6	-5	0.2	3	-6	-6	1
COc1cccc(CN(C)C(=O)c2cc(S(=O)(=O)N3CCN(c4ccccc4)CC3)ccc2Cl)c1	5	2	21	-15	7.5	0	-37	-1	2
CC(=O)c1ccc(N2CCN(c3ccc(S(=O)(=O)NCCN(C)C)cc3[N+](=O)[O-])CC2)cc1	4	9	13	-2	3.2	-12	-4	-3	-7
COc1cc(C2c3c(oc4ccccc4c3=O)C(=O)N2CCN2CCOCC2)cc(OC)c1OC (stereo unspecified)	-2	5	-3	-3	0.1	-6	-4	-2	6
COc1ccc(Oc2ccc(C(F)(F)F)cc2NC(=O)CC(CC(=O)O)c2ccccc2)cc1 (stereo unspecified)	0	1	0	-16	1.6	2	-8	-11	-2

Copied from the entries so far, eleven compounds:
SMILES	TAAR1 ag	M1 PAM	M1 PAM parental	CHO parental Ca	M1 ag parental	M1 antag	TAAR1 antagonist	M1 ag	CHO-K1 Ca antag
COC(=O)c1sccc1NC(=S)Nc1cccc(F)c1	1	-2	8	3	4.2	1	-22	0	-10
O=C(Nc1ccc(S(=O)(=O)Nc2ncccn2)cc1)C1CC(=O)N(c2ccc(Cl)cc2)C1 (stereo unspecified)	3	9	2	4	0.5	-6	5	-5	-10
COC(=O)CC1C(=O)NC2CCCCC2N1C(=O)c1ccccc1 (stereo unspecified)	12	1	-1	0	0.2	-7	-4	-3	4
C#CC[N+](C)(C)CCCCCCCC	1	-12	7	-7	0.0	14	1	-11	-2
O=C(CSc1nncn1-c1ccccc1)Nc1cc(Cl)cc(Cl)c1	·	3	5	-7	0.5	1	·	-4	-16
CCOC(=O)N1CCN(C(=O)Nc2ccccc2Cl)CC1	6	2	7	-2	0.0	-10	3	10	-14
CCN(CC(=O)Nc1ccc2c(c1)OCCO2)C(=O)c1ccc(C)c(S(=O)(=O)N2CCOCC2)c1	0	2	10	-15	0.7	2	-22	-2	-14
COCCNC(=O)C1(C)CCCN(C(=O)c2cccc(C#N)c2)C1 (stereo unspecified)	1	0	19	·	1.0	2	-12	-2	-8
CCN1CCN(S(=O)(=O)c2ccc(Cl)c(C(=O)N(C)CC(=O)Nc3c(C)cccc3C)c2)CC1	3	3	6	·	-0.3	-6	-26	-5	-10
O=C(CCSc1nnc2scc(-c3ccccc3)n12)NCc1ccc2c(c1)OCO2	8	10	11	-22	1.9	-5	12	-7	-6
Cc1c(Br)c([N+](=O)[O-])nn1C(C)C(=O)NCC1CCCO1 (stereo unspecified)	-1	5	17	9	0.9	-13	-2	-4	-7
